ERG-DNA inh: inhibitors of human ERG Ets domain-DNA interaction; P11308; fluorescence polarization, His-ERG Ets domain / labelled DNA; Potency, µM (titrated, usually from 76.9 µM), for the others: top-dose FP activity, negative = inhibition, actives largely listed as inhibitors; 370,000 tested, 0.028% active; AID 624246; active means well fitted inhibition curve with a large enough effect in the polarisation, with a control signal flat; inconclusive means small, poorly fitted or top-dose-only effect, or effect the other way, or a change in a side signal; inactive means no such curve, though single readings can be large or run the other way; the % refers to the polarisation;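 further: polarization taken with two DNA probes labelled with fluorescein and Texas red; potency means the concentration at half of the fitted maximal effect; % of control where 0% means no effect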
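His-tagged ERG Ets domain (1 uM in the protein solution; 300mM KCl, 50mM Tris-HCl, 1mM EDTA, 1mM DTT, pH 7.5) received compound, then a probe mix of 5 nM fluorescein-DNA and 100nM Texas-615-DNA. Fluorescence polarization was read for both dyes.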
GLS inhibitor: blocks human kidney-isoform glutaminase activity; O94925; GLS enzymatic activity, qHTS titration; Potency, µM (highest dose often 45.5 µM), inactives show top-dose activity change, negative = inhibition, most hits filed as inhibitors; 410,000 tested, 0.21% active; AID 624170; further: potency means the concentration at half of the fitted maximal effect; on the % scale 0 is the no-effect control and ±100 the full control effect
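Read-out is an Amplex red fluorescence increase coupled through glutamate oxidase and HRP, measured before and after 30 min room-temperature incubation. hKGA is in 45 mM KH2PO4 (pH 8.2) with 0.02% Tween-20; glutamine added as 1mM solution.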
PI4K2A inh: blocks human PI4K2A kinase activity; purified PI4K2A, ADP-Glo luminescence, 1 h; stronger effect = lower value; activity change, negative = inhibition, % at 76.9 µM; 420,000 tested, 0.13% active; AID 1346378; in the data active means activity change below about -50%; inconclusive means mostly about -30% to -49%;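 further: -100% = wells without enzyme as full effect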
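In this quantitative HTS, ADP production by PI4K2A was quantified luminescently after 1 h at ambient temperature; 100 microM adenosine served as plate-quality control.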
G9a inh: blocks human histone lysine methyltransferase G9a | 350,000 tested, 8.8% active | G9a H3K9 monomethylation, AlphaScreen, 2 h | Q96KQ7 | AID 504332 | Potency, µM (titrated, usually from 102 µM), for the others: at the highest dose activity, negative = inhibition, actives largely listed as inhibitors; further: potency means the concentration at half of the fitted maximal effect; on the % scale 0 is the no-effect control and ±100 the full control effect; nearly all actives have a fitted effect of over 75% in size
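Compounds were preincubated with 20 nM G9a for 15 min, after which biotinylated H3K9 peptide (500 nM) and SAM (20 uM) started a 2 h room-temperature reaction. Monomethylated product was quantified by antibody-based AlphaScreen chemiluminescence.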
Tb PGK inh: blocks T. brucei phosphoglycerate kinase. 380,000 tested, 0.043% active. P07378. PGK/GAPDH coupled, Kinase-Glo luminescence, 60 min. Potency, µM (doses to about 57.5 µM), inactives show at the top dose activity change, negative = inhibition, most hits filed as inhibitors; further: potency means the concentration at half of the fitted maximal effect; on the % scale 0 is the no-effect control and ±100 the full control effect; nearly all actives have a fitted effect of over 60% in size
Target sequence (P07378 whole entry, looked up): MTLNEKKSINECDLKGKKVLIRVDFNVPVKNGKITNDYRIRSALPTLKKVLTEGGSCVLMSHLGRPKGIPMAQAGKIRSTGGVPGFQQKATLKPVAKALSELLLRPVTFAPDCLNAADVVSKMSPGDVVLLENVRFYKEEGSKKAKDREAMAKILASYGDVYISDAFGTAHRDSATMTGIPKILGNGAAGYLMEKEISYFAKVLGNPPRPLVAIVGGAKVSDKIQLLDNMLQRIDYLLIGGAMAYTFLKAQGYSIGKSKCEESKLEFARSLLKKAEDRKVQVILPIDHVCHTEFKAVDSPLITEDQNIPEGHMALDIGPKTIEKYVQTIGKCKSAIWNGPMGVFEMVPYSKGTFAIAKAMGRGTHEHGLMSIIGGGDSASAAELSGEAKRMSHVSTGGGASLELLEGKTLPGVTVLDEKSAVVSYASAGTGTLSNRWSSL
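Recombinant glycosomal PGK reaction used 1,3-bisphosphoglycerate generated in-well by GAPDH (100nM final) in 100mM TEA pH 7.6, 5mM MgCl2, 0.01% Tween-20. After 60 minutes at room temperature, ATP was read by Kinase-Glo Plus luminescence end-point.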
Pin1 inhibitor: blocks the human prolyl isomerase Pin1 | Q13526 | Pin1 FP peptide displacement, HiFluor488, 10 min | AID 504891 | Potency, µM (highest dose often 115 µM), without a hit: top-dose activity, negative = inhibition, actives largely listed as inhibitors | 390,000 tested, 0.009% active; active means well fitted inhibition curve with a large enough effect in the polarisation, with a control signal flat, not every such curve was filed as active; inconclusive means small, poorly fitted or top-dose-only effect, or effect the other way, or a change in a side signal; inactive means no such curve, though single readings can be large or run the other way; the % refers to the polarisation; further: potency means the concentration at half of the fitted maximal effect; on the % scale 0 is the no-effect control and ±100 the full control effect
Target sequence (Q13526 whole entry, looked up): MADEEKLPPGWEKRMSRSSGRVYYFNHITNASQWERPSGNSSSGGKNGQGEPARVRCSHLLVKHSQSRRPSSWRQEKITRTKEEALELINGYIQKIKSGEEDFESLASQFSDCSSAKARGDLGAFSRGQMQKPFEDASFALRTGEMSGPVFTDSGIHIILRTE
HP1b binding inh: blocks HP1-beta chromodomain binding to methylated histone tails. P83916. AlphaScreen HP1-beta / biotin-H3K9me3 peptide binding. 390,000 tested, 0.56% active. Potency, µM (titrated, usually from 114 µM), for the others: top-dose activity change, negative = inhibition, usual class: inhibitors; further: potency means the concentration at half of the fitted maximal effect; nearly all actives have a fitted effect of over 70% in size; inactives centre near 23
Target sequence (P83916 whole entry, looked up): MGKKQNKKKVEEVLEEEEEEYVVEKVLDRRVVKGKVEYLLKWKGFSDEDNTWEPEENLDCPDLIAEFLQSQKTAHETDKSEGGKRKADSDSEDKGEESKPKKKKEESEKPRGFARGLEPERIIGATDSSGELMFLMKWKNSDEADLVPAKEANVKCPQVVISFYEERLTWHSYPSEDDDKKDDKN
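AlphaScreen: HP1-beta (50 nM) preformed 30 min with biotin-H3(1-18)K9me3 peptide (50 nM) in PBS pH 7.4, 0.01% Tween-20. Compound added for 30 min at RT, then streptavidin donor/nickel chelate acceptor beads (10 ug/mL) for 30 min.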
JMJD2A Tudor inh: JMJD2A Tudor domain (human) inhibition. O75164. 390,000 tested, 4.4% active. AlphaScreen JMJD2A-Tudor / H3K4me3 peptide binding. Potency, µM (doses to about 114 µM), for inactives: at the top dose activity change, negative = inhibition, actives largely listed as inhibitors; further: potency means the concentration at half of the fitted maximal effect; on the % scale 0 is the no-effect control and ±100 the full control effect; nearly all actives have a fitted effect of over 50% in size
BAZ2B block: inhibitors of human BAZ2B bromodomain; AlphaScreen BAZ2B-H3K14Ac peptide displacement; Potency, µM (highest dose often 114 µM), for inactives: at the highest dose activity change, negative = inhibition, usual class: inhibitors; 360,000 tested, 4.4% active; further: potency means the concentration at half of the fitted maximal effect; on the % scale 0 is the no-effect control and ±100 the full control effect; nearly all actives have a fitted effect of over 60% in size
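AlphaScreen displacement: compounds (up to 110uM) incubated 30 min at room temperature with a preformed 50 nM BAZ2B/50 nM biotinylated H3K14Ac peptide complex in PBS pH 7.4 with Tween-20. Donor and acceptor beads at 10 ug/mL final added, 20 min light-protected before reading.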
* = called active by the depositor; i = inactive; u = inconclusive; x = no result given; & = joins results of further samples; [ ] = remark or other dose. Unless noted, the call rests on the fitted dose curve; in most records, active means well fitted curve in the direction sought with a large enough effect; inconclusive means small, poorly fitted or top-dose-only effect, or another doubt; inactive means no such curve, though single readings can be large; an effect the other way counts as inactive or inconclusive.

SMILES | ERG-DNA inh | GLS inhibitor | PI4K2A inh | G9a inh | Tb PGK inh | Pin1 inhibitor | HP1b binding inh | JMJD2A Tudor inh | BAZ2B block
COc1ccccc1C(=O)NCCC(=O)Nc1ccc(S(=O)(=O)N2C(C)CCCC2C)cc1 (centres undefined) | 12% | -13% | 3 | 11%[0.501 µM] | -17% | 7% | 27% | -17% | 0%
CC(=O)Nc1ccc(NC(=O)COC(=O)COc2ccc3ccccc3c2)cc1 | 4% | -2% | 0 | x | 0% | -2% | 21% | -13% | x
CC(=O)c1cc2c(cc1NC(=O)CN1CCCCCCC1)OCO2 | 3% | 17% | -1 | 10µM* | -5% | -3% | u | u | 50µM*
CCOc1ccccc1C1CC(=O)Nc2c1c(=O)n(C)c(=O)n2C (centres undefined) | 4% | -3% | 2 | -12% | -10% | -2% | 40%[activator] | -14% | -4%
CCOC(=O)N1CCN(CCC(=O)Nc2cccc(F)c2)CC1 | 2% | 0% | -1 | -13%[59 µM] | i | -2% | 25% | -8% | -25%
O=S1(=O)CCN(Cc2ccc(Cl)c(C(F)(F)F)c2)CC1 | -5% | 17% | -7 | -8% | -3% | 1% | -1% | -8% | -13%
O=C1Nc2cc(C(=O)NCCN3CCCCCC3)ccc2S/C1=C\c1ccccc1 | -4% | -2% | -4 | 45µM* | -3% | 8% | -13% | u | u
COc1ccc(NC(=O)CSc2cn(CCNC(=O)c3ccc(OC)cc3)c3ccccc23)cc1 | -7% | 13% | 4 | 10%[59 µM] | -2% | 4% | 22% | -15% | -25%
CCc1nn2c(=O)c(S(=O)(=O)Nc3ccc(C(C)C)cc3)c(C)nc2s1 | -2%&-1% | -5%&-3% | -6&-4 | -36%[59 µM] | -7% | 7%&8% | 38%&40%[activator] | -15%&-4% | 2%&-13%
Cc1nnc2sc(-c3cccc(NC(=O)c4cccnc4)c3)nn12 | -3% | 1% | 1 | -33%[12.7 µM] | i | u | 15% | -19% | 0%
CC(C)c1ccc(NC(=O)C2CCN(S(=O)(=O)c3cccc4nonc34)CC2)cc1 | 2% | 2% | -2 | -4%[59 µM] | i | 25% | 4% | -17% | 5%
O=C1C=C(Nc2ccc(Cl)cc2)C(=O)N1c1ccc(Cl)cc1 | -8% | -8% | 1 | 0%[59 µM] | -9% | u | 65%[activator] | 6% | 8%
CN(CCOc1ccccc1)C(=O)c1cc([N+](=O)[O-])ccc1N1CCOCC1 | -16% | -31% | 2 | -50% | -9% | -4% | 2% | -15% | -5%
CCOc1ccc(NC(=O)c2cnc(Nc3ccccc3OC)c3ccccc23)cc1 | -11% | 1% | -3 | 5%[59 µM] | -9% | -2% | 35% | 7% | 14%
CCCCNC(=O)c1cc2c(=O)n3cccc(C)c3nc2n(Cc2ccccc2)c1=N | x | 4% | 2 | 5% | x | 8% | 40%[activator] | -10% | -1%
Cc1ccccc1Nc1c(-c2ccccc2)nc2cccc(C)n12 | 0% | -1% | -3 | -4%[59 µM] | -8% | -4%&-3% | 15%&38% | -8%&-4% | 1%
O=C(O)c1ccc(N2CCc3ccccc32)c([N+](=O)[O-])c1 | 3% | 17% | -3 | u | 0% | 2% | -4% | -30% | u
CC1CCN(S(=O)(=O)c2cccc(C(=O)NCC3CCCO3)c2)CC1 (centres undefined) | 17% | 10% | -2 | 12% | 1% | 0% | 39% | 3% | -1%
COc1ccc(C)cc1NC(=O)c1cc2c(s1)CCC2 | 0% | 0% | -1 | 11%[59 µM] | -10% | -1% | 121%[activator] | 64%[activator] | 56%[activator]
O=C(NCc1ccccc1)/C(=N\O)c1ccccc1 | 5% | 26% | -1 | -12% | -3% | -15% | 31% | 0% | -4%
Cc1cc(C)c(C#N)c(SCc2cn3c(C)cccc3n2)n1 | 6% | 6% | -4 | -51%[59 µM] | -3% | -4% | 15% | -12% | -8%
O=Cc1cccn1-c1ccc2ccccc2c1 | 12% | 1% | 0 | -9% | 2% | -1% | 48%[activator] | -2% | -28%
Cc1ccc(F)cc1NC(=O)C12CC3CC(C1)CC(n1cnc([N+](=O)[O-])n1)(C3)C2 | -2% | -3% | 9 | 15% | 20% | 1% | 25% | -4% | -5%[57.1 µM]
c1ccc(-c2noc(CC3CCCCC3)n2)cc1 | 5% | -9% | 5 | 131%[activator] | -6% | 7% | 210%[activator] | 126%[activator] | 71%[activator]
Cn1c(=O)c2c(C(=O)O)cc(-c3ccccc3)nc2n(Cc2ccccc2)c1=O | 5% | -11% | -1 | 15% | -10% | u | 21% | 7% | 12%
CCCCN(CCCC)c1nc2ccccc2nc1NS(=O)(=O)c1ccc(NC(C)=O)cc1 | 13% | -3% | -1 | -2%[59 µM] | -10% | 1% | 45%[activator] | -5% | -9%
O=C(NC1CCN(Cc2ccccc2)CC1)c1cc(Br)c(Br)[nH]1 | -2% | 0% | 1 | x | -4% | -10% | 19% | -4% | 4%
N#Cc1c(-c2ccc(F)cc2)noc1N | 1% | 3% | 0 | -3%[12.7 µM] | i | 2% | 23% | -1% | 8%
COc1cc(SC)ccc1C(=O)NCCOc1ccccc1Cl | -2% | 1% | 4 | 22%[59 µM] | -8% | 0% | 27% | 3% | 17%
CC(NC(=O)c1ccco1)C(=O)N1CCN(C(c2ccccc2)c2ccccc2)CC1 (centres undefined) | 0% | 1% | -1 | -8% | 6% | -8% | 21% | -16% | u
CCOc1ccccc1CNC(=O)c1cnc2sc(N3CCCCCC3)nn2c1=O | 2% | -11% | -6 | 27%[59 µM] | 9% | -4% | 0% | -17% | -17%
COc1ccc(-c2cc(C(F)(F)F)nc(SCC(=O)NCc3ccc(F)cc3)n2)cc1 | -1% | -5% | -1 | -2%[59 µM] | -8% | 2% | 45%[activator] | -5% | u
O=C(Nc1ccccc1)Nc1csc2ccccc12 | 11% | 2% | -1 | 4% | -3% | 11% | 23% | 2% | -6%
CC(C)Cc1nnc(NC(=O)CN2C(=O)c3ccccc3C2=O)s1 | 6% | 20% | 4 | 25µM* | 8% | 2% | -17% | -9% | -31%
Cc1ccc2cc(C3CC(c4ccco4)=NN3C(=O)CCC(=O)O)c(Cl)nc2c1 (centres undefined) | -1% | -14% | 3 | u | i | -1% | u | 22µM* | -9%
Cc1ccc(C(=O)Nc2ccc(C(=O)/C=C/c3cccs3)cc2)cc1 | 0% | 6% | 5 | 3% | -1% | 7% | 38% | -18% | 2%
CCC(C)NC(=O)Cn1c(=O)n(Cc2ccc(C(=O)NCCCOC)cc2)c(=O)c2ccccc21 (centres undefined) | 0% | 8% | 1 | -2%[59 µM] | -3% | 3% | 20% | -11% | -7%
Cc1ccc(-c2ccnc3nc(-n4cccc4)nn23)o1 | -2% | -18% | 2 | -11% | 4% | 11% | u | -30%[11.4 µM] | -21%
CSc1nnc(C)c(=O)n1COC(=O)COc1ccc2ccccc2c1 | -4% | -8% | 13 | -20%[59 µM] | 3% | 10% | 19% | -11% | 8%
Cn1cnnc1Sc1nc2c(c(=O)n(C)c(=O)n2C)n1C | -8% | u | -14 | x | 0% | -5% | 34% | 5% | x
O=C(Nc1ccccc1)C1CCCN1/C=C/C(=O)C(F)(F)F (centres undefined) | 12% | -4% | -3 | 4% | i | 0% | 46%[activator] | -5% | -1%
CCN(CC)c1ccc(NC(=O)CSc2nc3ccccc3c(=O)[nH]2)cc1 | -2% | 50%[activator] | 6 | u | -9% | -11% | -11% | -4% | -2%
COC(=O)C(=O)/C=C(\O)c1ccc(C)cc1 | u | 7% | 1 | 2µM* | 0% | -1% | 11% | 79µM* | u
O=C(NCCc1ccccc1)c1c[nH]c2ccc(S(=O)(=O)Nc3ccccc3F)cc2c1=O | 0% | -10% | 1 | -3%[59 µM] | -10% | 16% | 32% | -3% | x

From PubChem BioAssay
